aDG glyco act = alpha-DG glycosylation activation | 360,000 compounds, 0.22% hits | Pro5-aDG cells, alpha-DG glycosylation AlphaScreen (IIH6); 0% Pro5, 100% B10-LARGE cell signal | activation, % at 10 µM;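 active = activation of at least 8% versus controls, or a plate z-score of at least 8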;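 note: Pro5 are CHO cells carrying HIG-tagged alpha-DG that lacks glycosylation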
hiPSC survival = enhancers of human iPSC single-cell survival; 360,000 compounds, 0.044% hits; hiPSC single-cell survival, ATPlite luminescence; 100% = ROCK inhibitor wells, 0% = DMSO; survival enhancement, % at 20 µM; in the data active = survival enhancement above about 18%;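 note: cells exposed to compounds for 16 hours before the ATP read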
Granule exo inh = lytic granule exocytosis inhibition; AID 651702; inhibition, % at 10 µM; TALL-104 LAMP-1 surface exposure, flow cytometry; cells stimulated with thapsigargin and PMA; 360,000 compounds, 0.66% hits;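 active = inhibition above about 55%, limit read from the data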
NR2E3 ag-1 = activates human photoreceptor nuclear receptor NR2E3. Q9Y5X4. GST-NR2E3/biotin-RetCOR TR-FRET, 1536-well. inhibition of corepressor binding, % at 4.78 µM. 320,000 compounds, 0.12% hits. AID 2300;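 active = percent inhibition above the cutoff of mean plus 3 SD of all tested compounds, set per screening campaign, cut at about 20% in these data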;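 note: 0% = DMSO wells and 100% = biotin wells as full block of FRET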
Target sequence (Q9Y5X4 whole entry, looked up): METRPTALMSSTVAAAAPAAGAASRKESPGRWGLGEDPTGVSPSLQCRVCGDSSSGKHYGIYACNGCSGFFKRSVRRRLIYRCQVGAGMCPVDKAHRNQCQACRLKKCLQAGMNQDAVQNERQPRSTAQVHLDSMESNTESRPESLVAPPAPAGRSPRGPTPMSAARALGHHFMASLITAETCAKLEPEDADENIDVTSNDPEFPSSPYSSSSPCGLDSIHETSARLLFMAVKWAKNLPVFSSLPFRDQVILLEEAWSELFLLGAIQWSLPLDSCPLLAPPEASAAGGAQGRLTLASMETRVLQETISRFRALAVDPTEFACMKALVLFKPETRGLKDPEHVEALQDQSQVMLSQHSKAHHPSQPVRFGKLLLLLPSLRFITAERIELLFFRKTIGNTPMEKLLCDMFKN
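Test system: GST-NR2E3 and biotin-RetCOR proteins | Quantity: 1.35 nM GST-tagged NR2E3 final | Medium: Tris pH 7.5 | Also added: 7 nM biotin-RetCOR | Dosing: Compound at 4.8 µM, single dose | Timing: 5 h at 4 °C | Detection: Time-resolved FRET | Read-out basis: Percent inhibition | Benchmarks: Biotin wells as high control, 0.6% DMSO wells as low control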
HIF-2a inh = inhibitors of HIF-2a; 786-0 RCC cells HIF-2a reporter, luciferase luminescence, overnight; inhibition, % at 18.8 µM; 360,000 compounds, 0.72% hits;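 active = inhibition of the luminescence signal of 40% or more relative to plate controls, in a single-dose primary screen at 18.75 µM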
Vif inh = inhibitors of HIV Vif; HEK293T cells, Vif self-association by quenched fluorescence, imaging, 24 h; inhibition, % at 7.49 µM; 340,000 compounds, 0.35% hits; AID 602346; in the data active = inhibition above about 50%, passing the limit was not always enough; note: some results filed as inactive read as strong as hits
PDI inh = blocks human protein disulfide isomerase activity | inhibition, % at 10 µM | PDI insulin aggregation turbidity, A650, 90 min | 350,000 compounds, 0.052% hits | P07237;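 active = mean inhibition across replicates of 30% or more, whatever share of single replicates reach that level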;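 note: absorbance from insulin aggregation driven by PDI reduction with DTT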
Target sequence (P07237 whole entry, looked up): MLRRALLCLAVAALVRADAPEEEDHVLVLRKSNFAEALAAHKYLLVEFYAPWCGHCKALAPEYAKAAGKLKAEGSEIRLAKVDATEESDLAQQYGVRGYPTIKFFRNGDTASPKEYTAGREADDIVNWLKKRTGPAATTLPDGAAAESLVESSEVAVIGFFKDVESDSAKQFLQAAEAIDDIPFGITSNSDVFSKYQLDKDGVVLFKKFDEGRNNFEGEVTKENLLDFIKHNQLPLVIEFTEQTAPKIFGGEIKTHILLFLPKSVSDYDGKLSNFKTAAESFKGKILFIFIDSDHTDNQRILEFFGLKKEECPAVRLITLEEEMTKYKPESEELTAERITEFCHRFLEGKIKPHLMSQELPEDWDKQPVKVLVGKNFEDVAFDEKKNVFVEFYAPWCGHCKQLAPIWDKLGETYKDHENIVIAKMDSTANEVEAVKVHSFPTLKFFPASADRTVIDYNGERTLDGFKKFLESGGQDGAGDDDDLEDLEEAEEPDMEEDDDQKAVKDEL
NR2E3 ag-2 = activates human NR2E3 receptor; Q9Y5X4; CHO-S Gal4-NCOR/VP16-NR2E3 two-hybrid, luciferase; inhibition of corepressor binding, % at 3.98 µM; 360,000 compounds, 0.35% hits; AID 602229;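 active = inhibition above the mean of all tested compounds plus 3 SD, cut at about 70% in these data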;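 note: 0% = DMSO with NR2E3 transfected cells and 100% = cells lacking NR2E3 construct; higher means lower luciferase signal from less NR2E3 corepressor binding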
MITF TRPM1 inh = MITF TRPM1 promoter inhibition in SK-MEL-5 cells; inhibition, % at 12.5 µM; AID 488899; 330,000 compounds, 0.83% hits; SK-MEL-5 TRPM1 promoter luciferase, 24 h;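 active = mean inhibition across replicates of 60% or more, whatever share of single replicates reaches that level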; note: values of inactives mirror those of a sister screen read the other way
CaV13 ICDI inh = Primary screen for inhibitors of IQ motif and Ca2+-dependent inactivation inhibitor domain binding in CACNA1D, Förster resonance energy transfer in living cells, …; HEK cells, CFP/YFP FRET ICDI-IQ, plate reader, 10 min; percent FRET-ratio fall versus neutral wells; inhibition, % at 12.3 µM; 340,000 compounds, 0.098% hits; AID 743397;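 active = mean replicate inhibition of at least 30% and at least 1% of replicates passing that level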;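 note: 0% = median of the neutral control wells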
Peg3 prom inh = reduces Peg3 promoter-driven luciferase expression in HeLa; 360,000 compounds, 1.7% hits; inhibition, % at 20 µM; HeLa PEG-Prom luciferase reporter, luminescence, overnight; AID 588405;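 active = inhibition of at least 50% at 20 µM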
The depositor's hits bear a star; / = no result given.

SMILES | aDG glyco act | hiPSC survival | Granule exo inh | NR2E3 ag-1 | HIF-2a inh | Vif inh | PDI inh | NR2E3 ag-2 | MITF TRPM1 inh | CaV13 ICDI inh | Peg3 prom inh
COc1ccc(N2CCN(Cc3nc(-c4ccc(Cl)cc4Cl)no3)CC2)cc1 | 0.1 | -2.2 | -1.6 | -0.8 | -6.2 | / | -0.5 | -4.5 | 5.3 | / | 5.9
CC(C(=O)Nc1ccc(F)c(F)c1F)N(C)CC(=O)Nc1ccccc1Br (stereo not given) | 0.3 | -1.8 | 8.4 | -2.8 | 16.2 | -0.6 | -1.2 | 3.9 | -3.0 | -0.6 | 28.1
CCOC(=O)C1CCN(C(=O)c2ccc3c(=O)n4c(nc3c2)CCCCC4)CC1 | -0.3 | 0.8 | -4.2 | 0.9 | -17.2 | 7.1 | -4.9 | -21.6 | -6.1 | -5.5 | -20.4
O=C(CP(=O)(c1ccccc1)c1ccccc1)Nc1nc2ccc(Cl)cc2s1 | -0.1 | -0.4 | 0.5 | 0.0 | 39.8 | -6.7 | 10.6 | -10.7 | -44.6 | -4.1 | 16.7
CCCC(=O)NC(=S)Nc1ccccc1N1CCOCC1 | 0.4 | -0.2 | -0.8 | 3.5 | 4.8 | -2.1 | 22.5 | -7.2 | 1.9 | -3.5 | -0.8
CNC(=O)C[C@H]1C(=O)N(Cc2ccccc2)C[C@@H]1CSC | 0.0 | 6.2 | -1.9 | / | 7.6 | 0.6 | 9.4 | -14.7 | / | -5.9 | -5.9
CCN1CCN(c2ccc(NC(=O)c3cc(S(=O)(=O)N4CCCC4)ccc3Cl)cc2)CC1 | 0.1 | 0.0 | 1.9 | 2.3 | -22.9 | -6.7 | 3.6 | 13.9 | -16.8 | -1.8 | 0.8
O=S(=O)(Nc1cccc(-c2ccc3nncn3n2)c1)c1ccc(Cl)s1 | 1.4 | -0.4 | -0.9 | 5.1 | 16.7 | -3.0 | 10.2 | 12.8 | -0.9 | 9.9 | 7.2
CC(C)(C)c1ccccc1OCCOCCNCc1ccccc1 | 0.2 | -0.6 | 3.5 | -1.5 | 18.1 | -1.3 | 6.8 | -10.5 | -8.5 | -2.1 | -18.1
COc1ccccc1C(=O)Nc1ccnn1C1CCN(CC2CC=CCC2)CC1 (stereo not given) | -0.3 | -0.2 | -2.0 | 1.4 | 6.7 | 1.6 | -1.5 | -8.6 | 0.5 | -1.9 | 5.9
CCCC[C@@H]1C=C(C(=O)O)[C@H](c2ccc3c(c2)OCO3)N1S(=O)(=O)c1ccc(C)cc1 | -0.1 | 1.0 | 0.1 | / | 11.6 | 4.8 | 3.0 | -14.5 | 0.4 | -5.9 | 6.2
COC(=O)c1cn(NC(=O)c2ccncc2)c(=O)c2ccccc12 | -0.1 | 3.9 | 2.8 | -1.6 | 9.3 | -6.3 | 3.9 | -10.7 | 5.8 | -4.7 | 10.8
COc1ccc(/C(O)=C/c2nc3ccc(C(=O)NCCc4cccc(C)c4)cc3[nH]c2=O)cc1OC | -0.2 | 2.4 | 2.4 | 0.3 | 2.8 | 5.9 | -3.9 | -12.5 | 11.2 | -4.4 | 35.2
Cc1cccc(C)c1NC(=O)C(c1cccc([N+](=O)[O-])c1)N(C)C(=O)c1ccccn1 (stereo not given) | -0.3 | -0.7 | -1.3 | -2.0 | 8.2 | -2.2 | 1.5 | -9.3 | 4.2 | -4.1 | 4.5
COc1ccc(C(=O)Nc2nc(C)c3cc4c(cc3n2)OCO4)cc1 | -0.3 | 0.1 | -1.9 | 1.3 | -7.8 | -4.5 | -8.1 | 8.3 | 36.0 | -25.4 | -13.0

Brought forward from above: 2 entries; new compounds follow.
SMILES | aDG glyco act | hiPSC survival | Granule exo inh | NR2E3 ag-1 | HIF-2a inh | Vif inh | PDI inh | NR2E3 ag-2 | MITF TRPM1 inh | CaV13 ICDI inh | Peg3 prom inh
Cc1cccc(C)c1NC(=O)C(c1cccc([N+](=O)[O-])c1)N(C)C(=O)c1ccccn1 (stereo not given) | -0.3 | -0.7 | -1.3 | -2.0 | 8.2 | -2.2 | 1.5 | -9.3 | 4.2 | -4.1 | 4.5
COc1ccc(C(=O)Nc2nc(C)c3cc4c(cc3n2)OCO4)cc1 | -0.3 | 0.1 | -1.9 | 1.3 | -7.8 | -4.5 | -8.1 | 8.3 | 36.0 | -25.4 | -13.0
CC(C)c1c(C(=O)N/N=C/c2cccnc2)nnn1-c1nonc1N | 1.1 | 1.3 | -15.1 | -1.1 | -0.7 | 4.8 | -1.3 | -9.4 | -3.6 | -5.8 | 13.6
COC(=O)c1cc(C)sc1NC(=S)N1CCN(CCc2ccccc2)CC1 | 0.0 | -0.2 | 0.4 | 0.5 | 1.5 | -0.2 | -2.8 | -11.5 | 15.5 | -3.1 | 26.2
O=C(NC1CCCCC1)C1CCN(c2nnnn2-c2ccccc2)CC1 | -0.1 | -0.9 | -0.6 | 1.6 | 8.1 | 1.2 | 21.3 | 1.4 | 8.9 | -5.5 | 16.0
COC(=O)/C(C#N)=C(/Nc1ccc(F)c(Cl)c1)C(F)(F)F | -0.1 | 1.7 | -3.2 | 0.1 | 5.3 | 18.4 | -5.6 | -6.7 | -8.5 | -4.2 | 7.8
Cc1sc(NC(=O)c2ccc3ncsc3c2)c(C(N)=O)c1C | -0.1 | -0.4 | -2.7 | 0.2 | -235.0 | 10.2 | -3.2 | -97.4 | -101.2 | -5.3 | -407.7
CCOc1ccc2cc(C3CC(c4ccco4)=NN3S(C)(=O)=O)c(=O)[nH]c2c1 (stereo not given) | 0.5 | 1.5 | -1.1 | -0.9 | 31.3 | -4.2 | -2.8 | -19.2 | 4.8 | -3.0 | 16.8
Cc1occc1C(=O)NNS(=O)(=O)c1ccc(Cl)cc1 | -0.3 | 6.6 | 1.2 | 0.4 | 20.3 | -1.2 | 7.2 | -28.1 | -2.8 | -16.0 | 1.0
COc1ccc(S(=O)(=O)N2CCOCC2)cc1NC(=O)c1ccc(OC(F)F)cc1 | 0.2 | -0.1 | 0.9 | / | -3.5 | -21.2 | 5.8 | 18.1 | 1.0 | -6.4 | 3.3
C=CCn1c(=O)/c(=C/c2ccc(F)cc2)s/c1=C(\C#N)c1nnc2n1CCCCC2 | 0.0 | -1.1 | -1.5 | 0.2 | 24.3 | 13.3 | -11.6 | -7.5 | 1.9 | -7.0 | 14.3
CCC(NC(=O)c1cc(COc2ccc(C)nc2)on1)c1ccc(C)cc1 (stereo not given) | 0.7 | -0.4 | -10.8 | 4.3 | 1.1 | -24.9 | 8.4 | 27.9 | 14.5 | -5.0 | -10.7
CC1(C(=O)Nc2ccc3c(c2)OCO3)CCN1C(=O)C1CCCCC1 (stereo not given) | 0.1 | -1.8 | 2.1 | / | 1.7 | 0.4 | -2.1 | -21.2 | / | -12.9 | 8.9
Clc1cccc(OCc2nc(-c3ccncc3)no2)c1 | 0.0 | 2.0 | -2.1 | 0.1 | -139.7 | 2.6 | 4.2 | -41.4 | -9.2 | -5.5 | -86.2
COc1ccc(/C=C/C(=O)OCC(=O)Nc2cc(C(N)=O)cc(C(N)=O)c2)cc1 | -0.1 | -0.7 | 0.9 | 1.4 | 12.3 | -5.1 | -1.3 | -6.2 | -2.6 | -3.0 | 10.2
Cc1ccc(CNC(=O)C2CCC(=O)N(CCc3ccccc3)C2)s1 (stereo not given) | -0.1 | -0.3 | -2.7 | 2.1 | -90.1 | -15.5 | 0.3 | -60.5 | 10.3 | -1.9 | -79.2
O=S(=O)(Nc1nc2ccccc2nc1Nc1cccc(S(=O)(=O)N2CCCCC2)c1)c1ccccc1 | -0.2 | 3.6 | 12.1 | 2.1 | 22.6 | -15.5 | 4.0 | -17.5 | 16.8 | -2.7 | 68.8*
O=c1c2c(-c3ccc([N+](=O)[O-])cc3)ccnc2[nH]n1-c1ccccc1 | 0.0 | 1.1 | -5.3 | -2.7 | 6.8 | 3.3 | -1.3 | -11.8 | -3.0 | -1.4 | 1.4
CC(=O)NC(c1cccc(F)c1)c1nc(-c2ccoc2)cs1 (stereo not given) | 0.1 | -2.0 | -1.6 | / | 1.8 | 3.2 | -1.0 | -20.5 | / | -6.0 | -1.5
CCCCOC(=O)c1ccc(NC(=O)C(=O)NCc2ccncc2)cc1 | 0.6 | 1.9 | -6.3 | 2.7 | 2.8 | 4.8 | -3.3 | -12.1 | -11.5 | -8.2 | 5.6
CCN1CCN(CC(=O)Nc2sc3c(c2C#N)CCC3)CC1 | 0.0 | 0.2 | 4.5 | 0.7 | 16.0 | 1.3 | -0.3 | 20.2 | 1.6 | -6.8 | 5.2
O=C(NNC1CC(=O)N(c2ccc(Cl)cc2)C1=O)c1ccccc1Cl (stereo not given) | -0.4 | 0.4 | 0.3 | -1.3 | 12.1 | -13.9 | 1.8 | -5.4 | 6.3 | 4.7 | -2.7
N#Cc1cccc(CN2CCC(=O)N([C@H](CO)c3ccccc3)CC2)c1 | -0.1 | -1.6 | 5.2 | 1.2 | 5.8 | 0.3 | 8.9 | -26.0 | 1.0 | -5.3 | -12.2
COc1cc(/C=N/Nc2nc3ccccc3s2)cc([N+](=O)[O-])c1O | -0.2 | 0.2 | 2.0 | -0.7 | -205.4 | -1.2 | 3.2 | -66.1 | -0.8 | 1.6 | -152.0
O=C(c1cc(-c2ccccc2Cl)nc2ccccc12)N1CCN(c2ccccn2)CC1 | 0.1 | -0.4 | 12.2 | / | 3.4 | 12.5 | 11.1 | -21.4 | 0.7 | / | 12.2
Cc1cccc(CCNS(=O)(=O)c2ccc3c(c2)CCN3C(=O)CCC(=O)O)c1 | 0.4 | 0.0 | -11.5 | -0.3 | -5.0 | 3.1 | -9.2 | -2.6 | -0.8 | / | 0.1
Cc1cc(=O)oc2cc(NC(=O)c3cc([N+](=O)[O-])ccc3N3CCOCC3)ccc12 | -0.2 | -0.3 | -2.6 | 2.9 | -1.1 | 4.6 | -7.4 | 4.4 | 4.1 | -6.9 | 1.7

Entries from the list above that have two or more sulfur atoms, in the order listed:
SMILES | aDG glyco act | hiPSC survival | Granule exo inh | NR2E3 ag-1 | HIF-2a inh | Vif inh | PDI inh | NR2E3 ag-2 | MITF TRPM1 inh | CaV13 ICDI inh | Peg3 prom inh
O=S(=O)(Nc1cccc(-c2ccc3nncn3n2)c1)c1ccc(Cl)s1 | 1.4 | -0.4 | -0.9 | 5.1 | 16.7 | -3.0 | 10.2 | 12.8 | -0.9 | 9.9 | 7.2
COC(=O)c1cc(C)sc1NC(=S)N1CCN(CCc2ccccc2)CC1 | 0.0 | -0.2 | 0.4 | 0.5 | 1.5 | -0.2 | -2.8 | -11.5 | 15.5 | -3.1 | 26.2
Cc1sc(NC(=O)c2ccc3ncsc3c2)c(C(N)=O)c1C | -0.1 | -0.4 | -2.7 | 0.2 | -235.0 | 10.2 | -3.2 | -97.4 | -101.2 | -5.3 | -407.7
O=S(=O)(Nc1nc2ccccc2nc1Nc1cccc(S(=O)(=O)N2CCCCC2)c1)c1ccccc1 | -0.2 | 3.6 | 12.1 | 2.1 | 22.6 | -15.5 | 4.0 | -17.5 | 16.8 | -2.7 | 68.8*

From PubChem BioAssay

Not a hit list; 3.5% or so of the library scored in one or more.
